Screening data: PubChem, National Center for Advancing Translational Sciences (NCATS)
FUS suppressor: rescues growth of FUS-expressing yeast | Potency, µM (top dose mostly 76.6 µM), without a hit: at the top dose growth rescue (activation), most hits filed as activators | S. cerevisiae FUS-expressing, growth rescue, OD600, 24 h | 390,000 compounds, 0.24% hits;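 also: potency is read from the fitted curve at half-maximal effect; plate controls were DMSO vehicle for no effect and reference control for full effect; nearly all actives have a fitted effect of over 55% in size; some results filed as inactive show a strong effect at the top dose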
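Quantitative HTS measuring growth restoration of FUS-toxic yeast. Galactose-induced cells (OD 0.005) were exposed 24hr at 30C to compounds at several concentrations, then absorbance at 600 nm was recorded.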
aSyn yeast inh: rescues yeast growth from alpha-synuclein toxicity | Yeast expressing alpha-synuclein, growth rescue, BacTiter-Glo, 24 h | Potency, µM (highest dose often 46.1 µM), without a hit: at the top dose growth rescue (activation), most hits filed as activators | 370,000 compounds, 0.14% hits | AID 652106; also: potency is read from the fitted curve at half-maximal effect; % of control where 0% means no effect; nearly all actives have a fitted effect of over 65% in size
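Screening used galactose-induced yeast with toxic alpha-synuclein levels, exposed to compound for 24 hr at 30 deg C. Cell growth, read with BacTiter-Glo luminescence, gave the measured signal.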
TDP-43 yeast inh: inhibitors of TDP-43 toxicity in yeast | TDP-43 expressing yeast growth rescue, BacTiter-Glo, 24 h | Potency, µM (series often up to 46.1 µM), inactives show at the highest dose growth rescue (activation), usual class: activators | 410,000 compounds, 1.8% hits | AID 652104; also: potency is read from the fitted curve at half-maximal effect; % of control where 0% means no effect; nearly all actives have a fitted effect of over 50% in size
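Yeast expressing TDP-43 (pregrown in raffinose, seeded at OD600=0.02 in galactose medium) exposed to compounds 24 hr at 30 deg C. Growth read by BacTiter-Glo luminescence; rescue of toxicity appears as increased signal.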
EPAC2 antagonist: antagonists of human EPAC2; Potency, µM (highest dose often 114 µM), for the others: at the top dose activity, negative = inhibition, usual class: inhibitors; 360,000 compounds, 0.18% hits; Q8WZA2; EPAC2 GEF exchange of Rap1B-BODIPY-GDP, fluorescence; also: potency is read from the fitted curve at half-maximal effect; % is scaled to controls: 0 for no effect and ±100 for the full control effect; nearly all actives have a fitted effect of over 45% in size; many of its hits are not listed in these tables
DRD3 agonist: activates the human D3 dopamine receptor. P35462. D3R DiscoveRx beta-arrestin cells, luminescence, 90 min. max activation, %. 410,000 compounds, 0.58% hits; in the data active = max activation above about 30%; also: 0% is about no effect; mostly tested at two doses, the higher about 12 µM
Target sequence (P35462 whole entry, looked up): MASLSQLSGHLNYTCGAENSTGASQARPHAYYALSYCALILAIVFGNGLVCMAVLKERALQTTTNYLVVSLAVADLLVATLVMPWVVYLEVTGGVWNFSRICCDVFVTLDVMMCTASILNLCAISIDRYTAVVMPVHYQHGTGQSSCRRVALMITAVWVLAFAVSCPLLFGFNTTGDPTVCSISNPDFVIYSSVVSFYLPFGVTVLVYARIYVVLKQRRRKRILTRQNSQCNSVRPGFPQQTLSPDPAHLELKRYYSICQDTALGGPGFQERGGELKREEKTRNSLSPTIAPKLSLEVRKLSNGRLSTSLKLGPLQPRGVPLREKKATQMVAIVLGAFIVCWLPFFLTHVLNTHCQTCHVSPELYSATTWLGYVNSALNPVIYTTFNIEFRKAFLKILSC
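Agonist mode: compounds and dopamine controls were applied to plated cells for 90 min at 37 degrees C after an overnight attachment at 1500 cells/well. Luminescent read-out followed 30 - 60 minutes at room temperature with DiscoveRx detection reagent.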
DRD3 antagonist: antagonists of human D3 dopamine receptor; P35462; D3R cells, DiscoveRx beta-arrestin luminescence, antagonist mode; stronger effect = lower value; max response, negative = inhibition, %; 360,000 compounds, 2.5% hits; AID 652054; in the data active = max response below about -50%; inconclusive = no clear call, values can overlap the other calls; also: % is scaled to controls: 0 for no effect and ±100 for the full control effect; mostly tested at two doses, the higher about 12 µM
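Cells plated overnight at 1500 cells/well, then exposed to library compounds with dopamine controls for 90 minutes at 37 degrees C. DiscoveRx reagent added for 30–60 minutes at room temperature; luminescence read, quantitative HTS format.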
Abeta rescue: restores growth of yeast expressing A-beta42 peptide | yeast expressing A-beta42, growth rescue, OD600, 48 h; response scale: 0% DMSO, 100% iron-clioquinol control | Potency, µM (top dose mostly 46.1 µM), inactives show at the top dose growth rescue, actives largely listed as activators | 410,000 compounds, 0.063% hits | AID 1347071; also: potency is read from the fitted curve at half-maximal effect; nearly all actives have a fitted effect of over 55% in size
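Growth rescue measured by 600 nm absorbance after 48 h yeast culture at 30 C with compound. Values normalized between DMSO and an equimolar ferric chloride plus clioquinol control.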
EPAC2 agonist: EPAC2 (human) agonism; Potency, µM (top dose mostly 154 µM), inactives show top-dose activation, usual class: activators; Q8WZA2; EPAC2 activation, biochemical qHTS; response scale: 100% = 6.5 mM cAMP response; AID 720711; 360,000 compounds, 0.079% hits; also: potency is read from the fitted curve at half-maximal effect; nearly all actives have a fitted effect of over 50% in size
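Compounds were added across a concentration range to EPAC2 (100 nM), RAP1B-BODIPY-GDP (250 nM) and GDP (50 uM). After 5 min at room temperature, fluorescence was recorded at 5-min intervals for 30 min.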
Numbers without * were called inactive; ? = inconclusive; . = no result given; & = joins results of further samples; [ ] = dose if it differs, or a comment. Unless noted, calls follow the shape of the dose curve; as a rule, active = well fitted curve in the direction sought with a large enough effect; inconclusive = small, poorly fitted or top-dose-only effect, or another doubt; inactive = no such curve, though single readings can be large; an effect the other way counts as inactive or inconclusive.

SMILES | FUS suppressor | aSyn yeast inh | TDP-43 yeast inh | EPAC2 antagonist | DRD3 agonist | DRD3 antagonist | Abeta rescue | EPAC2 agonist
O=C(NCc1ccc(F)cc1)C(=O)NCC(c1ccco1)N1CCOCC1 (stereo unspecified) | -5% | -5% | 0% | 1% | 0 | -10 | 8% | 4%
O=C(NC1CCCc2ccccc21)c1n[nH]c(=O)c2ccccc12 (stereo unspecified) | 6% | 3% | 7% | -2% | -4 | -18 | 0% | -1%
Nc1scn[n+]1Cc1cccc2cccnc12 | -5% | 12% | 10% | 8% | -16 | -8 | 9% | 3%
CCOC(=O)c1ccc(Cl)c(S(=O)(=O)N2CCCC2)c1 | -18% | -1% | ? | -8% | 4 | 0 | -16% | 9%
COc1ccccc1NC(=O)CCC(=O)N/N=C(/C)c1ccc(C)cc1 | 6% | 1% | 17% | 0% | 22 | -14 | 2% | 2%
O=C1CC(c2ccccc2)Cc2[nH]c(=O)c(C(=O)Nc3ccc(OC(F)(F)F)cc3)cc21 (stereo unspecified) | 2% | . | 7% | . | -7 | . | -4% | .
CN(C)c1ccc(S(=O)(=O)N2CCCCC2)cc1NC(=O)CN1C(=O)NC2(CCCC2)C1=O | 15% | -6% | -6% | -6% | -2 | -3 | -2% | 8%
Cc1cc(NC(=O)CC(C)(C)C)nc2c1c(=O)oc1ccccc12 | -6% | 0% | -17% | 7% | 1 | 9 | 23% | -5%
O=C(CNc1ccc2ccccc2c1)N/N=C/c1ccccn1 | 4% | ? | 10% | -4% | 16 | 12 | 19% | 0%
CCn1c(NC)cc(=O)n(C)c1=O | -7% | -13% | -1% | 2% | 1 | 1 | 11% | 0%
NC(=S)N/N=C/c1cc([N+](=O)[O-])ccc1Cl | -20% | -2% | -2% | 4% | -2 | 0 | 0% | 8%
Cc1ccc(S(=O)(=O)N2CCOCC2)cc1C(=O)OCC(=O)NC1CC1 | -26% | 0% | 11% | 3% | 1 | 8 | 16% | 9%
Cn1cc(Cl)c(-c2nc3ccccc3[nH]2)n1 | -15% | -16% | -7% | 5% | -5 | 3 | -1% | -5%
COc1ccc(S(=O)(=O)N2CCN(CC(=O)NC(Cc3ccccc3)C(C)=O)CC2)cc1 (stereo unspecified) | -1% | 5% | 13% | 7% | 2 | 4 | -11% | -4%
COc1ccc(C)cc1NC(=O)COC(=O)c1ccc(OCc2ccc(Cl)cc2Cl)c(OC)c1 | . | 0% | 18% | 3% | 1 | 9 | 2% | -3%
COc1ccc(NC(=O)Cn2nc3c(cc2=O)CCCC3)cc1Cl | -8% | . | -1% | . | -5 | . | -14% | .

An excerpt from above in order of molecular weight, rising:
SMILES | FUS suppressor | aSyn yeast inh | TDP-43 yeast inh | EPAC2 antagonist | DRD3 agonist | DRD3 antagonist | Abeta rescue | EPAC2 agonist
CCn1c(NC)cc(=O)n(C)c1=O | -7% | -13% | -1% | 2% | 1 | 1 | 11% | 0%
NC(=S)N/N=C/c1cc([N+](=O)[O-])ccc1Cl | -20% | -2% | -2% | 4% | -2 | 0 | 0% | 8%
COc1ccc(C)cc1NC(=O)COC(=O)c1ccc(OCc2ccc(Cl)cc2Cl)c(OC)c1 | . | 0% | 18% | 3% | 1 | 9 | 2% | -3%

Further structures:
SMILES | FUS suppressor | aSyn yeast inh | TDP-43 yeast inh | EPAC2 antagonist | DRD3 agonist | DRD3 antagonist | Abeta rescue | EPAC2 agonist
O=C(CN(C(=O)CNC(=O)c1ccco1)c1ccccc1F)NC1CCCCC1 | 10% | 1% | -11% | -7% | 7 | 1 | -6% | 4%
CCn1cc(C(=O)NC(=S)Nc2sc3c(c2C(=O)OC)CCCCCC3)cn1 | 20% | -1% | -21% | 19% | 6 | 12 | -1% | -9%
Cc1ccccc1NC(=O)CCCCC(=O)Nc1ccccc1C | -10% | -1% | -10% | -21% | 1 | 3 | 9% | -4%
O=C(Cc1ccc(Cl)cc1)NC1CCS(=O)(=O)C1 (stereo unspecified) | -6% | -11% | 3% | 7% | -9 | ? | -14% | 2%
CC(=O)NNc1ncnc2c1cnn2-c1ccccc1 | 11%&-32% | 1% | -2%&0% | 7% | 6&-12 | 1 | -19%&-14% | 2%
COc1ccc2c(c1)OC[C@H]1[C@H]2N2C(=O)CN(CC3CCCO3)C(=O)[C@@]2(C)[C@H]1c1ccccc1 (stereo partly specified) | 38% | 0% | 11% | -8% | -26 | 0 | 3% | 7%
CC1CCc2c(sc3[nH]c(=S)n(C)c(=O)c23)C1 (stereo unspecified) | 2% | -7% | 0% | 2% | 0 | -6 | 20% | 5%
Cc1ccc(CNC(=O)CS(=O)Cc2nc(-c3ccccc3Cl)oc2C)cc1 (stereo unspecified) | 6% | 0% | 4% | -2% | -1 | -9 | -14% | 0%

Continued; the last seven above are carried over.
SMILES | FUS suppressor | aSyn yeast inh | TDP-43 yeast inh | EPAC2 antagonist | DRD3 agonist | DRD3 antagonist | Abeta rescue | EPAC2 agonist
CCn1cc(C(=O)NC(=S)Nc2sc3c(c2C(=O)OC)CCCCCC3)cn1 | 20% | -1% | -21% | 19% | 6 | 12 | -1% | -9%
Cc1ccccc1NC(=O)CCCCC(=O)Nc1ccccc1C | -10% | -1% | -10% | -21% | 1 | 3 | 9% | -4%
O=C(Cc1ccc(Cl)cc1)NC1CCS(=O)(=O)C1 (stereo unspecified) | -6% | -11% | 3% | 7% | -9 | ? | -14% | 2%
CC(=O)NNc1ncnc2c1cnn2-c1ccccc1 | 11%&-32% | 1% | -2%&0% | 7% | 6&-12 | 1 | -19%&-14% | 2%
COc1ccc2c(c1)OC[C@H]1[C@H]2N2C(=O)CN(CC3CCCO3)C(=O)[C@@]2(C)[C@H]1c1ccccc1 (stereo partly specified) | 38% | 0% | 11% | -8% | -26 | 0 | 3% | 7%
CC1CCc2c(sc3[nH]c(=S)n(C)c(=O)c23)C1 (stereo unspecified) | 2% | -7% | 0% | 2% | 0 | -6 | 20% | 5%
Cc1ccc(CNC(=O)CS(=O)Cc2nc(-c3ccccc3Cl)oc2C)cc1 (stereo unspecified) | 6% | 0% | 4% | -2% | -1 | -9 | -14% | 0%
CCS(=O)(=O)N1Cc2ccccc2CC1C(=O)N(C)CC(=O)Nc1ccc(F)c(F)c1F (stereo unspecified) | 12% | -7% | -9% | 0% | 3 | -22 | 9% | -1%
CCOC(=O)C(C)Sc1nc(=O)n2cccc(C)c2n1 (stereo unspecified) | -1% | -1% | 11% | -1% | 4 | 18 | -10% | 6%
O=P(c1ccccc1)(c1ccccc1)c1nc(-c2ccccc2)oc1N1CCOCC1 | 41% | 9% | -8% | -7% | -7 | ? | 1% | 12%
CC(C)NS(=O)(=O)c1ccc(CCC(=O)Nc2cc(Cl)ccc2Oc2ccccc2)cc1 | 27% | 9% | 1% | 4% | 4 | 17 | 1% | 0%
O=C(CSc1nc2sccc2c(=O)[nH]1)N1CCN(c2ccccc2)CC1 | 31% | 11% | 10% | -13% | -2 | 5 | 6% | 5%
CC(=O)Nc1cc(ON=C(C)C)cc([N+](=O)[O-])c1 | . | -8% | 15% | -1% | -5 | -9 | 1% | -7%
CCOC(=O)c1nnn2c1nc(Nc1cccc(C(F)(F)F)c1)c1ccccc12 | 16% | -20% | 0% | 4% | -1 | -3 | 0% | -8%
CCNC(=S)N1CCC(C(=O)c2ccc(Cl)cc2)CC1 | -14% | 1% | ? | 4% | 0 | 12 | ? | 5%
COc1cc(F)ccc1-c1csc(C(C)(NC(C)=O)c2ccccc2)n1 (stereo unspecified) | 24% | -10% | 32% | -3% | 1 | -12 | -4% | 18%
CCNC(=S)N/N=C/c1cccs1 | 6% | -1% | 0% | 6% | 1 | 17 | ? | -5%
Cc1c(Cl)cccc1NC(=S)NC(=O)c1ccccc1 | -6% | 4% | 0% | -11% | 8 | 18 | 10% | 11%
COc1ccc(-c2nnn(CC(=O)N(CCN3CCOCC3)C(C(=O)NC3CCCCC3)c3ccco3)n2)cc1 (stereo unspecified) | -3% | -2% | 13% | 0% | -4 | ? | 4% | -1%
O=[N+]([O-])c1cc([N+](=O)[O-])c(N2CCOCC2)cc1NCc1ccccc1 | 25% | -6% | 2% | 0% | -7 | 19 | -1% | 8%
CN1C(=O)CSc2ccc(NC(=O)N3CCC(N4CCCCC4)CC3)cc21 | 3% | 0% | -5% | 4% | 2 | 16 | -4% | 10%
Cn1c(=O)c2c(nc(Oc3ccccc3)n2Cc2c(Cl)cccc2Cl)n(C)c1=O | -28% | . | 0% | . | 6 | . | -2% | .
CC(c1nnc(SCC(=O)N2CCc3ccccc32)n1-c1ccc(Cl)cc1)N(C)C (stereo unspecified) | 7% | 1% | 3% | -3% | -3 | ? | 3% | 4%
CCCCOc1c(Cl)cc(CNC(C)(C)CO)cc1OCC | 21% | 0% | -5% | -4% | 12 | 9 | 16% | -8%
CCC(=O)Nc1nc2ccc(NC(=O)c3cc(OC)c(OC)c(OC)c3)cc2s1 | 32% | -8% | -6% | -9% | -4 | 13 | 10% | 18%
O=C(O)c1ccc2c(c1)C(=O)N(c1ccc(Nc3ccccc3)cc1)C2=O | 1% | -6% | 17% | -13% | -1 | -11 | -18% | 0%
c1ccc2c(c1)oc1c(NCC3CCCO3)ncnc12 (stereo unspecified) | 15% | -13% | 0% | 11%[57.1 µM] | -6 | -26 | -12% | -3%
CCC1(C)C(Nc2c(C)cccc2C)=NC(=S)N1c1ccc(NC(C)=O)cc1 (stereo unspecified) | . | 0% | 11% | 21% | 7 | -11 | 8% | 0%
COc1cccc(NC(=O)N2CCCC2C(=O)NCc2ccco2)c1 (stereo unspecified) | 9% | 1% | 2% | 1% | 1 | 0 | 3% | 8%
Cc1ccc(-c2nc3ncccn3c2NC(=O)C2CC2)cc1 | 1% | -8% | -8% | -1% | -9 | 5 | -8% | 5%
COCCCNC(=O)c1cc2n(n1)CCCN(Cc1ccc(C)cc1)C2=O | -4% | . | -23% | . | -15 | . | -13% | .
CCOc1ccccc1C=NNC(=O)CCCCC(=O)NN=Cc1ccccc1OCC | . | -2% | 12% | 18% | -3 | -11 | -2% | -10%
CN(C)c1ccc(CNC(=O)C2(C)Cc3c(-c4ccccc4)ccnc3O2)cc1 (stereo unspecified) | 10% | 3% | 17% | -3% | 6 | 7 | 6% | 9%

An excerpt (hit frequency here may not be typical).
